# 5HT1a ag – human 5-HT1a receptor agonists, primary screen, cell-based, CHO, Ga15 NFAT-bla reporter; 5-hydroxytryptamine receptor 1A (Homo sapiens), P08908; CHO 5-HT1a Ga15 NFAT-bla reporter, FRET ratio; 0% basal, 100% maximal reference agonist; activation, % at 10 µM; 0.56% of 65,000 active; AID 567, 2006;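 active = activation above the screen-wide mean activation plus 3 SD, cut at about 19% in these data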;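 also: 0% = DMSO wells and 100% = 5-CT at EC100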
# 5-HT1A blocker – human 5-HT1a receptor antagonists, primary screen, cell-based, CHO, Ga15 NFAT-bla reporter | 5-hydroxytryptamine receptor 1A (Homo sapiens), P08908 | CHO 5-HT1a Ga15 NFAT-bla reporter, antagonist mode | inhibition, % at 10 µM | 0.68% of 62,000 active | AID 612, 2007;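 active = inhibition above the mean of all tested compounds plus 3 SD, cut at about 43% in these data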;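 also: receptor stimulated by 5-CT agonist at 100 nM near EC80; beta-lactamase reporter measured by ratiometric fluorescence of a cleavable substrate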
# 5HT1E ag – 5-HT1E receptor agonists, primary screen, cell-based, HTS; 5-hydroxytryptamine receptor 1E (Homo sapiens), P28566; CHO 5-HT1E Ga15 NFAT-bla reporter, FRET; 0% DMSO wells, 100% control agonist wells; activation, % at 6 µM; 0.69% of 65,000 active; AID 574, 2007;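 active = activation above a set limit, the screen-wide mean activation plus 3 SD, cut at about 8.5% in these data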;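 also: 100% = positive control agonist at 1 µM giving full maximal response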
# Target sequence (P28566 whole entry, looked up): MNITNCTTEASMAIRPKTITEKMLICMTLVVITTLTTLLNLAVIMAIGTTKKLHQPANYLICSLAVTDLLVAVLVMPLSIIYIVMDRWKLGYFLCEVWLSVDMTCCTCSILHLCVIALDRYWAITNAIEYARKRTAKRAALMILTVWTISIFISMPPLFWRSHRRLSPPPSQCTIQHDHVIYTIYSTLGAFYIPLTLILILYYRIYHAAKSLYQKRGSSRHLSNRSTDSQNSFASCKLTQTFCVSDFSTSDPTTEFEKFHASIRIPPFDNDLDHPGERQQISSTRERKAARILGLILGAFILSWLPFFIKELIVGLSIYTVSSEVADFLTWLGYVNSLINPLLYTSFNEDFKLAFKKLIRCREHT
# tolC growth inh – growth inhibitors of E. coli tolC mutant, primary screen, strain BW25113 ΔtolC::kan, 384-well. OD615. growth inhibition, % at 10 µM (by protocol). 2.2% of 65,000 active. AID 573, 2007;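 active = growth inhibition at or above a cutoff equal to the mean over every tested compound plus 3 SD, cut at about 60% in these data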;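 also: growth measured after 20 h incubation at 37 °C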
#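 Test system: tolC-deleted E. coli BW25113 | Medium: LB with kanamycin 50 µg/mL | Compound dosing: Single concentration, 10 µM final per compound | Schedule: 37 °C, 20 h exposure | Measured by: OD at 615 nm | Evaluation: Percent growth inhibition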
# RORA act – activators of orphan receptor RORA, primary screen, cell-based, luminescence | Nuclear receptor ROR-alpha (Homo sapiens), P35398 | CHO-K1 Gal4-RORA LBD luciferase reporter; percent increase over mock-subtracted basal signal | activation, % at 10 µM | 1.5% of 65,000 active | AID 560, 2006;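 active = activation above the mean of all tested compounds plus 3 SD, cut at about 49% in these data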;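 also: 0% = DMSO-treated RORA cells and 100% = added signal equal to DMSO minus mock-transfected cells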
# NADH enzymes – inhibitors of PK/LDH coupling enzymes, profiling panel, artefact control, biochemical, MLSMR library; IC50, µM (series often up to 10 µM), inactives show at the highest dose inhibition; AID 774, 2007; 0.02% of 65,000 active; coupled PK/LDH NADH assays, four targets;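 active = single-dose screening hits from any of four coupled enzyme assays that gave an IC50 when retested across doses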;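 also: the DPM-DC format reads NADH fluorescence rather than 340 nm absorbance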
# SF1 activator – activators of human SF-1, primary screen, cell-based, CHO-K1, Gal4-SF-1 LBD, luciferase luminescence | Steroidogenic factor 1 (Homo sapiens), Q13285 | 1.9% of 65,000 active | activation, % at 10 µM | CHO-K1 Gal4-SF-1 LBD luciferase reporter; % increase over DMSO SF-1-specific signal;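 active = activation above the mean activation of all tested compounds plus 3 SD, cut at about 50% in these data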
# Target sequence (Q13285 whole entry, looked up, the tested form may be a part): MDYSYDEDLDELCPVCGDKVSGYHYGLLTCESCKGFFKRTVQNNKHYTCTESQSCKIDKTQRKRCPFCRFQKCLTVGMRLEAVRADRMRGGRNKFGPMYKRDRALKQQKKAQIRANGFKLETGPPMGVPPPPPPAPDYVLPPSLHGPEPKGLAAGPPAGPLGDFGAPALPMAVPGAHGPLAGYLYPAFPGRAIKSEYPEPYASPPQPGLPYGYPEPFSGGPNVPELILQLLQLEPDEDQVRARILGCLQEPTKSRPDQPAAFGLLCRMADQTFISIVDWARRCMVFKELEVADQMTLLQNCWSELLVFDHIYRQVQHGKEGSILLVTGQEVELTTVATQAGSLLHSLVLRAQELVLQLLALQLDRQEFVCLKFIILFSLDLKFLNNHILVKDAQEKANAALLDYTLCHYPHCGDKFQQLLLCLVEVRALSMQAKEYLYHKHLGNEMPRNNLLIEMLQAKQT
#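 Compound – one dose, 10 µM compound, 1% DMSO · Test system – transient Gal4-SF-1 LBD reporter, CHO-K1 · Input – 4,000 cells in each well · Read-out basis – percent activation relative to DMSO median and mock-transfected background · Replicates – single measurement per compound · Technique – steady-glow luciferase luminescence, read after 15 min reagent incubation · Timing – 20 h compound treatment, 37 °C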
# HTR1E antagonist – 5-HT1E receptor antagonists, primary screen, cell-based, HTS; 5-hydroxytryptamine receptor 1E (Homo sapiens), P28566; CHO 5-HT1E Ga15 NFAT-bla reporter, FRET, antagonist; inhibition, % at 6 µM; 0.99% of 65,000 active; AID 571, 2007;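 active = inhibition above a set limit, the mean inhibition across every tested compound plus 3 SD, cut at about 29% in these data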;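 also: signal is the 460 over 535 nm emission ratio of beta-lactamase substrate; 0% = agonist plus DMSO wells and 100% = wells without agonist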
# MMP-13 inhibitor – human MMP13 inhibitors, primary screen, biochemical, FRET peptide cleavage. AID 570, 2006. MMP-13 fTHP FRET cleavage, Mca fluorescence. inhibition, % at 4 µM. Collagenase 3 (Homo sapiens), P45452. 0.07% of 65,000 active;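 active = inhibition above the mean of compound-free control plate wells plus 3 SD, cut at about 14% in these data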;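 also: 0% = DMSO wells and 100% = wells with reference MMP-13 inhibitor after basal subtraction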
# An asterisk follows results filed as active; x = not tested or not shown; [ ] = remark or other dose.
SMILES,5HT1a ag,5-HT1A blocker,5HT1E ag,tolC growth inh,RORA act,NADH enzymes,SF1 activator,HTR1E antagonist,MMP-13 inhibitor
Cc1ccccc1C(=O)Nc1ccc(Br)c(C)n1,-2.5,-1.6,-0.8,26.4,55.9*,0.0%,36.2,11.9,-2.4
Cc1ccc(S(=O)(=O)N2CCN(C(=O)CSc3nc4ccccc4c(=O)[nH]3)CC2)c(C)c1,1.3,-1.4,1.2,11.0,-1.8,3.0%,12.5,4.8,2.3
COc1ccc(N2CCN(CCCNC(=O)CC3Oc4ccc(C)cc4NC3=O)CC2)cc1 (centres undefined),-4.2,2.2,-0.1,-4.6,-7.5,1.0%,4.2,-2.0,0.3
CC1CCCC(NC(=O)c2n[nH]c(=O)c3ccccc23)C1C (centres undefined),-3.3,0.8,-1.2,6.9,12.4,3.0%,7.6,2.8,4.6
CC(=O)Nc1cc2c(cc1NC(=O)c1cnccn1)OCCO2,0.0,2.2,-0.1,-25.6,-7.9,4.0%,6.0,0.8,-1.5
O=C(c1ccc(CS(=O)(=O)c2cccc(C(F)(F)F)c2)o1)N1CCN(c2ccccn2)CC1,-2.2,2.9,-0.4,-6.5,23.4,4.0%,-8.0,15.1,1.0
CCCCOC(=O)CSc1nnc(-c2ccc(Cl)cc2Cl)o1,-2.7,-11.9,0.2,73.4*,-2.5,8.0%,-26.7,-1.6,2.3
Cn1c(=O)c2cc(S(=O)(=O)NC(C(=O)N3CCCCCC3)c3ccccc3)ccc2n(C)c1=O (centres undefined),-1.0,-14.3,0.4,2.5,16.3,2.0%,31.0,2.1,-1.7
COc1cccc(NC(=O)C2CC(=O)N=C(N)S2)c1 (centres undefined),-1.4,0.7,-0.7,-14.2,-5.4,2.0%,-10.8,-0.1,2.5
[O-][N+]1=c2ccc(Nc3ccccc3)cc2=NC12CCCCC2,-3.3,55.2*,0.3,89.8*,-50.6,10.0%,-61.8,30.2*,2.8

# Shown as tab-separated lines: entries from further up.
Compound	5HT1a ag	5-HT1A blocker	5HT1E ag	tolC growth inh	RORA act	NADH enzymes	SF1 activator	HTR1E antagonist	MMP-13 inhibitor
Cc1ccccc1C(=O)Nc1ccc(Br)c(C)n1	-2.5	-1.6	-0.8	26.4	55.9*	0.0%	36.2	11.9	-2.4
Cc1ccc(S(=O)(=O)N2CCN(C(=O)CSc3nc4ccccc4c(=O)[nH]3)CC2)c(C)c1	1.3	-1.4	1.2	11.0	-1.8	3.0%	12.5	4.8	2.3
COc1ccc(N2CCN(CCCNC(=O)CC3Oc4ccc(C)cc4NC3=O)CC2)cc1 (centres undefined)	-4.2	2.2	-0.1	-4.6	-7.5	1.0%	4.2	-2.0	0.3
CC1CCCC(NC(=O)c2n[nH]c(=O)c3ccccc23)C1C (centres undefined)	-3.3	0.8	-1.2	6.9	12.4	3.0%	7.6	2.8	4.6
CC(=O)Nc1cc2c(cc1NC(=O)c1cnccn1)OCCO2	0.0	2.2	-0.1	-25.6	-7.9	4.0%	6.0	0.8	-1.5
O=C(c1ccc(CS(=O)(=O)c2cccc(C(F)(F)F)c2)o1)N1CCN(c2ccccn2)CC1	-2.2	2.9	-0.4	-6.5	23.4	4.0%	-8.0	15.1	1.0
CCCCOC(=O)CSc1nnc(-c2ccc(Cl)cc2Cl)o1	-2.7	-11.9	0.2	73.4*	-2.5	8.0%	-26.7	-1.6	2.3
Cn1c(=O)c2cc(S(=O)(=O)NC(C(=O)N3CCCCCC3)c3ccccc3)ccc2n(C)c1=O (centres undefined)	-1.0	-14.3	0.4	2.5	16.3	2.0%	31.0	2.1	-1.7
COc1cccc(NC(=O)C2CC(=O)N=C(N)S2)c1 (centres undefined)	-1.4	0.7	-0.7	-14.2	-5.4	2.0%	-10.8	-0.1	2.5

# Following part:
SMILES,5HT1a ag,5-HT1A blocker,5HT1E ag,tolC growth inh,RORA act,NADH enzymes,SF1 activator,HTR1E antagonist,MMP-13 inhibitor
Cc1c(NC(=O)CN2CCN(C(c3ccccc3)c3ccccc3)CC2)c(=O)n(-c2ccccc2)n1C,0.8,-6.0,-0.6,3.8,0.9,6.0%,16.3,1.1,6.7
Cc1cc(NC(=O)CSc2nc(C3CCCCC3)nc3ccccc23)no1,-1.6,20.3,0.5,-12.0,-9.0,1.0%,-23.0,6.2,0.5
CCOc1cc(C2C(C#N)=C(N)Oc3n[nH]c(CC)c32)ccc1OCCN1CCOCC1 (centres undefined),0.3,-5.1,-0.5,-11.2,2.7,4.0%,-5.9,-2.1,-4.4
O=C(OCc1cccs1)c1ccccc1NS(=O)(=O)c1ccc2c(c1)OCCO2,0.6,-2.3,0.3,10.4,2.8,1.0%,-1.8,-16.7,-2.5
O=C1C2CCCN2C(c2ccc(F)cc2)N1c1ccc(Cl)cc1 (centres undefined),-2.5,11.7,0.1,-2.7,18.2,4.0%,-3.5,3.4,2.2
CCCOc1nc2c(c(=O)n(C)c(=O)n2C)n1Cc1cccc2ccccc12,-0.1,18.1,1.0,64.9*,-13.2,3.0%,-24.0,-5.9,2.1
CSCCC(NC(=O)c1ccc(C)o1)C(=O)O (centres undefined),-2.1,-1.8,-0.8,-22.1,-5.6,0.0%,15.1,-2.8,0.1
C=CCNC(=O)c1ccc(C)c(Br)c1,-0.9,12.2,0.3,3.5,9.1,5.0%,-12.1,-1.3,1.3
N#Cc1c(-c2ccco2)nc(SCc2ccc(F)cc2)[nH]c1=O,-3.0,2.3,-0.2,42.3,6.9,3.0%,-5.3,-1.6,-0.8
O=C(NCc1ccco1)C1CCCN(S(=O)(=O)c2ccc(-n3cnnn3)cc2)C1 (centres undefined),0.8,9.2,0.1,-4.4,4.0,7.0%,-12.9,0.8,4.1
CCOC(=O)c1[nH]c2cc3c(cc2c1NC(=O)CN1CCC2(CC1)OCCO2)OCO3,3.4,x,0.1,1.7,0.7,1.0%[fluoresces],0.7,2.1,-259.7[fluorescence artefact?]
CCCOc1ccccc1Nc1nnc(C)c(=O)[nH]1,-0.2,-15.6,0.7,-4.3,-21.9,8.0%,2.9,-1.8,-1.2
Cc1ccc(Cn2c(=O)n(Cc3ccco3)c(=O)c3ccccc32)cc1,-1.6,7.4,-0.5,-15.9,8.7,2.0%,0.7,1.6,-7.6
Cc1nn(C)cc1CNC(=O)CCC(=O)O,-1.3,-6.6,-0.7,-8.9,5.8,3.0%,-9.2,-9.9,3.2
COCCNC(=O)C1CCCN(c2nn3c(=O)cc(C)nc3s2)C1 (centres undefined),-1.3,-16.9,0.3,-18.7,-3.3,11.0%,5.3,-2.6,-1.7
CCOC(=O)CSc1nc2ccccc2c(=O)n1C,0.7,x,-0.7,-0.5,-18.6,3.0%,3.6,-1.1,0.9
Cc1ccc(C2C(C(=O)c3cc4ccccc4o3)=C(O)C(=O)N2CCN(C)C)o1 (centres undefined),1.8,x,-1.4,0.2,31.2,4.0%,9.9,-12.2,-4.1
O=C(Nc1nnc(-c2ccccc2)o1)c1nc2ccccc2s1,1.5,32.4,1.9,73.4*,-2.3,3.0%[fluoresces],-6.3,-9.5,-0.9
COc1cc2c(cc1NC(=O)CN1CCN(S(=O)(=O)c3ccc(F)cc3)CC1)oc1ccccc12,-5.6,-14.8,0.5,-3.3,-4.6,12.0%[may fluoresce],-20.7,-20.0,1.1
COc1ccc(OC)c2[nH]c(=O)c(CCNS(=O)(=O)c3ccc(Cl)cc3)cc12,0.0,-5.2,-0.2,-4.9,3.9,14.0%,9.6,6.0,-9.0
CCOc1cc(N2CCOCC2)c(OCC)cc1NC(=O)c1nc2nc(C)cc(C)n2n1,-0.1,-7.3,-0.6,-4.9,-0.8,5.0%,1.3,21.8,1.4
CCNC(=O)CC1SC(=Nc2ccccc2C)N(C)C1=O (centres undefined),-1.6,-1.4,-0.4,-14.8,-4.1,4.0%,4.2,-0.9,3.9
S=c1[nH]nc(-c2ccco2)n1C1CCCCC1,2.1,x,-0.3,8.7,3.6,7.0%,-3.8,1.4,0.9
O=C(CN1C2=NCCN2c2ccccc21)N1CCOCC1,0.4,x,-0.8,15.9,-7.6,2.0%,14.7,0.5,0.3
O=C(CN1C(=O)C2CCc3[nH]c4ccccc4c3C2C1=O)N1CCCC1 (centres undefined),-2.1,12.6,-1.0,-12.3,4.7,5.0%,-8.9,7.6,0.5
COc1ccc(C2CC(=O)C3=C(C2)Nc2ccccc2N(C(C)=O)C3c2ccco2)cc1 (centres undefined),-0.4,8.3,-0.2,23.7,29.7,8.0%,1.7,8.3,-0.9
O=C(Cn1cnc2c(nnn2Cc2ccc(F)cc2)c1=O)NCc1ccco1,-0.7,-0.4,0.2,8.2,8.0,9.0%,15.0,-1.4,6.2
COc1cccc(-c2nnc(NC(C)=O)o2)c1,-3.6,-20.9,-0.6,2.5,5.3,3.0%,11.0,-1.9,0.6
CCOC(=O)c1sc2nc(CSCC(=O)OCc3ccc(C(=O)OC)o3)[nH]c(=O)c2c1C,0.8,-2.1,-1.3,0.0,-6.4,11.0%,21.4,-3.0,-11.9
O=C(COc1ccc2c(c1)C(=O)CC1(CCCCC1)O2)NCc1ccccn1,-2.5,-5.4,0.5,18.9,1.5,5.0%[fluoresces],16.3,-17.6,-87.5[fluorescence artefact?]
CNC(=O)CN(Cc1ccccc1)S(=O)(=O)c1ccccc1,-1.3,-8.8,-0.3,-11.9,-0.9,4.0%,2.7,-2.2,5.0
COc1ccc(C(=O)Nc2nc(-c3cccs3)cs2)cc1,1.6,-4.5,-0.6,98.2*,33.8,5.0%,31.5,1.0,-0.4
CC1=CCC(COC(=O)Nc2ccccc2)CC1 (centres undefined),-1.4,19.0,-1.2,97.9*,89.9*,2.0%,15.6,7.0,5.4
CCOC(=O)C1(C(F)(F)F)N=C(c2cccnc2)OC(N2CCOCC2)=N1 (centres undefined),-0.5,-9.4,-0.6,-6.9,9.1,7.0%,-6.8,8.5,-2.7
COc1ccc(F)cc1S(=O)(=O)Nc1ccc(C)cc1,-2.9,8.7,-0.8,18.7,-1.8,5.0%,-9.5,-1.1,3.6
COCc1cc(C)nc(Nc2ccc(C)cc2C)c1C#N,-2.6,22.7,-0.7,-4.3,20.5,5.0%,0.8,2.2,-1.0
CCOc1ccc(C(=O)NCCN(C)C)cc1,0.5,-4.7,0.2,-13.3,-13.7,5.0%,-6.1,-6.0,1.4

# Bioassay records: PubChem, several laboratories
